A3G deaminase = APOBEC3G (human) deaminase inhibition; Q9HC16; inhibition, % at 20 µM; recombinant A3G, ssDNA deamination FAM/TAMRA fluorescence; 0.28% of 330,000 active; AID 493012;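 active means inhibition of at least 40% at 20 µM, with no more than 30% in the related APOBEC3A deaminase screen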;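 further: plate controls were DMSO wells with A3G for no effect and wells lacking A3G enzyme for full effect; some compounds called inactive have numbers as strong as hits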
hIAP activ = increases human intestinal alkaline phosphatase activity; P09923; activation factor at 10 µM; 0.16% of 330,000 active; purified human IAP, CDP-Star luminescence, 30 min; hits give high values; 1 = vehicle-only enzyme, 0 = enzyme-free background;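 active means activation factor of the enzyme at least 2-fold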; further: the source names both 10 and 20 µM as test concentration; values of inactives mirror those of a sister screen read the other way
Target sequence (P09923 whole entry, looked up): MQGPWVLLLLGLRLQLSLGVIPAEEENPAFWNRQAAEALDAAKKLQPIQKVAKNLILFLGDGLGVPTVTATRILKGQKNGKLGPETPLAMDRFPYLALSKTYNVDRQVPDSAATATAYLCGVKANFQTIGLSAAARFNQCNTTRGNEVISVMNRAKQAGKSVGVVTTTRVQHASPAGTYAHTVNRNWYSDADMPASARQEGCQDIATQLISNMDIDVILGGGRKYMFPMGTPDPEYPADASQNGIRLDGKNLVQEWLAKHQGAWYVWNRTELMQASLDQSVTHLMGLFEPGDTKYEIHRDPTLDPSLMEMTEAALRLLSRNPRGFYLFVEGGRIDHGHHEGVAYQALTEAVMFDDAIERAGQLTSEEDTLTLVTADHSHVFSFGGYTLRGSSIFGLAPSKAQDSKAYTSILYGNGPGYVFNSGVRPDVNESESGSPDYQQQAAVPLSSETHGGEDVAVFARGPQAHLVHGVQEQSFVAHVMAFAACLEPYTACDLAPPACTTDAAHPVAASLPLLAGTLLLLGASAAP
hIAP inh = blocks human intestinal alkaline phosphatase; inhibition, % at 10 µM; purified IAP, CDP-Star luminescence, 30 min; 0.12% of 330,000 active;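 active means inhibition reaching a set limit with compound at 10 µM in the primary screen, cut at about 35% in these data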;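 further: plate controls were DMSO wells with enzyme for no effect and no-enzyme buffer wells for full effect; values of inactives mirror those of a sister screen read the other way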
MIN6 prolif = inducers of beta-cell replication in MIN6 cells; proliferation, % at 10 µM; 0.29% of 330,000 active; MIN6 cells proliferation, ATPlite luminescence, 48 h; cells starved in 0.2% serum; 100% = growth in 10% serum;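 active means compounds whose signal lies at least 3.5 SD above the mean of all wells on their plate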;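 further: 0% = DMSO-treated cells in low-serum medium and 100% = 10% serum control; some compounds called inactive have numbers as strong as hits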
MPTP inh = blocks calcium-induced mitochondrial swelling; isolated mouse mitochondria, Ca2+ swelling absorbance, 30 min; inhibition, % at 10 µM; 1.4% of 360,000 active;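 active means inhibition of 50% or more, scaled per plate between neutral and stimulator controls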;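 further: 0% = DMSO wells given calcium and 100% = 1 mM EGTA wells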
mIAP block = blocks mouse intestinal alkaline phosphatase | 0.2% of 330,000 active | AID 2806 | purified mouse IAP, CDP-Star luminescence, 30 min | inhibition, % at 10 µM;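 active means inhibition of at least 40% at 10 µM in the primary screen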;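 further: plate controls were DMSO with enzyme for no effect and no enzyme wells for full effect; values of inactives mirror those of a sister screen read the other way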
A3A deaminase = human APOBEC3A DNA deaminase inhibition; P31941; recombinant A3A, FAM/TAMRA ssDNA deamination fluorescence; inhibition, % at 20 µM; 0.41% of 330,000 active;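 active means at least 40% inhibition at 20 µM here, with at most 30% in a related deaminase screen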;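 further: plate controls were A3A with DMSO for no effect and wells lacking A3A enzyme for full effect; some results filed as inactive read as strong as hits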
Target sequence (P31941 whole entry, looked up): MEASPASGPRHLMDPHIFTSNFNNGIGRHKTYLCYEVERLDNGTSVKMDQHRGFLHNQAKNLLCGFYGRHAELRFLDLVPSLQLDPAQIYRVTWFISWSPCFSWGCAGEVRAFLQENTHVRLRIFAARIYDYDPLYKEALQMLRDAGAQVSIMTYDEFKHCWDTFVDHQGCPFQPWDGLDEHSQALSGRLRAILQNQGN
mIAP act = increases mouse intestinal alkaline phosphatase activity; muIAP, CDP-Star luminescence, 30 min; hits give high values; 1 = vehicle-only enzyme signal, 0 = enzyme-free wells; activation factor at 10 µM; 0.24% of 330,000 active; AID 2805;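 active means activation factor of at least 2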; further: the source names both 10 and 20 µM as test concentration; values of inactives mirror those of a sister screen read the other way
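Assay system: mouse IAP enzyme / Compound: DMSO-dissolved test compounds / Timing: 30 min, room temperature / Measured by: luminescence from enzymatic CDP-Star hydrolysis / Control set: DMSO-only wells, enzyme-free buffer wells as negative control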
ATG4B inh = blocks human ATG4B protease cleavage of LC3 substrate; ATG4B cleavage of LC3-PLA2, NBD-HPC fluorescence, 1 h; inhibition, % at 8.33 µM; 0.51% of 340,000 active; AID 504462; in the data active means inhibition above about 40%
Active calls of the source: *.

Results for O=C(Nc1c(Cl)cc(Cl)cc1C(=O)NCCN1CCOCC1)c1ccc(Cl)cc1Cl ?
A3G deaminase: 0; hIAP activ: 0.84; hIAP inh: 16; MIN6 prolif: 8.7*; MPTP inh: -0.2; mIAP block: 0; A3A deaminase: -1; mIAP act: 1; ATG4B inh: -3

What do the screens show for `c1ccc(CCNc2ncnc3sccc23)nc1`?
A3G deaminase: -5; hIAP activ: 1.1; hIAP inh: -6; MIN6 prolif: -3; MPTP inh: 61*; mIAP block: -10; A3A deaminase: 5; mIAP act: 1.1; ATG4B inh: -5

Results for CSc1ccc(/C=N/NC(=O)c2sccc2C)cc1 ?
A3G deaminase: -7; hIAP activ: 1; hIAP inh: 0; MIN6 prolif: -2; MPTP inh: 0.9; mIAP block: 0; A3A deaminase: -6; mIAP act: 1; ATG4B inh: -11

What do the screens show for `O=C(c1ccc2c(c1)OCO2)C1CCCN(Cc2ccc(OC(F)F)cc2)C1` (centres undefined)?
A3G deaminase: 0; hIAP activ: 0.92; hIAP inh: 8; MIN6 prolif: -4; MPTP inh: 1.5; mIAP block: 1; A3A deaminase: 0; mIAP act: 0.99; ATG4B inh: 19

Results for CC(C(=O)Nc1ccc2c(c1)OCCO2)n1nnc(-c2ccccc2)n1 (centres undefined) ?
A3G deaminase: -4; hIAP activ: 1.1; hIAP inh: -9; MIN6 prolif: -1; MPTP inh: 3.5; mIAP block: -15; A3A deaminase: -2; mIAP act: 1.1; ATG4B inh: -15

Results for Cc1ccc(S(=O)(=O)/N=C2/NC(=O)/C(=C/c3ccncc3)S2)cc1 ?
A3G deaminase: -3; hIAP activ: 1; hIAP inh: -4; MIN6 prolif: -1; mIAP block: 3; A3A deaminase: -2; mIAP act: 0.97

What do the screens show for `O=C(Cn1nnc(-c2ccccc2NC(=O)c2ccccc2)n1)Nc1ccc2c(c1)OCCO2`?
A3G deaminase: 0; hIAP activ: 0.82; hIAP inh: 18; MIN6 prolif: -3; MPTP inh: 17; mIAP block: -12; A3A deaminase: -3; mIAP act: 1.1; ATG4B inh: 13

What do the screens show for `O=C(c1ccco1)N1CCN(S(=O)(=O)c2ccc(S(=O)(=O)NC3CCCC3)cc2)CC1`?
A3G deaminase: -6; hIAP activ: 0.97; hIAP inh: 3; MIN6 prolif: 3; MPTP inh: -0.5; mIAP block: -2; A3A deaminase: -2; mIAP act: 1; ATG4B inh: 4

How did O=C1c2ccccc2/C(=C\C#Cc2ccccn2)N1c1ccccc1 do in these assays?
A3G deaminase: -8; hIAP activ: 0.87; hIAP inh: 13; MIN6 prolif: -6; MPTP inh: 1.6; mIAP block: 8; A3A deaminase: 1; mIAP act: 0.92; ATG4B inh: -2

What do the screens show for `CCOC(=O)c1ccccc1NC(=O)Cn1cnc2c(nnn2-c2ccc(C)cc2)c1=O`?
A3G deaminase: -2; hIAP activ: 1.1; hIAP inh: -6; MIN6 prolif: 3; MPTP inh: 0.4; mIAP block: 2; A3A deaminase: -1; mIAP act: 0.98; ATG4B inh: -14

How did OCCC1CN(Cc2cnc(N3CCOCC3)s2)CCN1C1CCCC1 (centres undefined) do in these assays?
A3G deaminase: -7; hIAP activ: 1; hIAP inh: -1; MIN6 prolif: -1; MPTP inh: 0.0; mIAP block: -8; A3A deaminase: 1; mIAP act: 1.1; ATG4B inh: -4

What do the screens show for `CC(C)OC(=O)CSc1nnc(Cc2ccccc2)n1CC1CCCO1` (centres undefined)?
A3G deaminase: 1; hIAP activ: 1.4; hIAP inh: -44; MIN6 prolif: 1; MPTP inh: 1.4; mIAP block: 17; A3A deaminase: 4; mIAP act: 0.83; ATG4B inh: -8

How did CS(=O)(=O)c1ccccc1C(=O)Nc1cc2c(cc1C(=O)O)OCCCO2 do in these assays?
A3G deaminase: -5; hIAP activ: 1.2; hIAP inh: -15; MIN6 prolif: 0; MPTP inh: -0.1; mIAP block: -10; A3A deaminase: 1; mIAP act: 1.1; ATG4B inh: 25

How did CCOC(=O)Cc1csc(NC(=O)CSc2nncn2C)n1 do in these assays?
A3G deaminase: -6; hIAP activ: 1.1; hIAP inh: -6; MIN6 prolif: -1; MPTP inh: -0.3; mIAP block: 8; A3A deaminase: -1; mIAP act: 0.92; ATG4B inh: -7

What do the screens show for `COc1ccccc1C(=O)Nc1nnc(-c2ccc(F)cc2)o1`?
A3G deaminase: -10; hIAP activ: 1; hIAP inh: 0; MIN6 prolif: 2; MPTP inh: -0.4; mIAP block: 8; A3A deaminase: -5; mIAP act: 0.93; ATG4B inh: -9

What do the screens show for `Cc1ccc2cc(C#N)c(SCC(=O)NCc3ccco3)nc2c1`?
A3G deaminase: -4; hIAP activ: 1.1; hIAP inh: -12; MIN6 prolif: -1; MPTP inh: 0.7; mIAP block: -2; A3A deaminase: 1; mIAP act: 1; ATG4B inh: 5

How did COc1cc(S(=O)(=O)Nc2ccccc2N2CCCCC2)ccc1NC(C)=O do in these assays?
A3G deaminase: -8; hIAP activ: 1.2; hIAP inh: -18; MIN6 prolif: 1; MPTP inh: -0.4; mIAP block: 3; A3A deaminase: -3; mIAP act: 0.97; ATG4B inh: -1

How did CCOc1ccc(C2=Nn3c(nnc3-c3ccco3)SC2)cc1 do in these assays?
A3G deaminase: -7; hIAP activ: 1; hIAP inh: -4; MIN6 prolif: -1; MPTP inh: 5.0; mIAP block: -5; A3A deaminase: -5; mIAP act: 1.1; ATG4B inh: -4

How did O=C(COc1ccc(Cl)cc1Br)OCC(=O)c1ccc[nH]1 do in these assays?
A3G deaminase: 3; hIAP activ: 0.94; hIAP inh: 6; MIN6 prolif: -2; MPTP inh: -1.2; mIAP block: 5; A3A deaminase: 3; mIAP act: 0.95; ATG4B inh: -4

Results for O=C(N/N=C/c1ccc2c(c1)OCO2)C(=O)Nc1ccccc1Cl ?
A3G deaminase: -5; hIAP activ: 1.3; hIAP inh: -29; MIN6 prolif: -2; MPTP inh: 0.6; mIAP block: 8; A3A deaminase: -3; mIAP act: 0.92; ATG4B inh: 2

What do the screens show for `COC(=O)c1cc(-c2ccccc2)n(CCN)c1C`?
A3G deaminase: -6; hIAP activ: 0.91; hIAP inh: 9; MIN6 prolif: -2; MPTP inh: 2.7; mIAP block: 3; A3A deaminase: 0; mIAP act: 0.97; ATG4B inh: -6

How did CC(C)CC(=O)Nc1ccccc1N1CCN(c2ccc(F)cc2)CC1 do in these assays?
A3G deaminase: -3; hIAP activ: 0.97; hIAP inh: 3; MIN6 prolif: -3; MPTP inh: 1.2; mIAP block: -9; A3A deaminase: -4; mIAP act: 1.1; ATG4B inh: 33

Results for CC(C)NC(=O)NNc1c(Cl)cncc1Cl ?
A3G deaminase: -7; hIAP activ: 1.1; hIAP inh: -8; MIN6 prolif: -3; MPTP inh: 3.0; mIAP block: -10; A3A deaminase: -2; mIAP act: 1.1; ATG4B inh: 3

How did O=C(O)C1CC(c2ccccc2)=Nc2ccccc2S1 (centres undefined) do in these assays?
A3G deaminase: -7; hIAP activ: 1; hIAP inh: 0; MIN6 prolif: -2; MPTP inh: 2.0; mIAP block: 4; A3A deaminase: -5; mIAP act: 0.96; ATG4B inh: 9

Results for COc1cc(NC(=O)COC(=O)CNC(=O)c2ccc(C)s2)cc(OC)c1 ?
A3G deaminase: -6; hIAP activ: 1; hIAP inh: -2; MIN6 prolif: 2; MPTP inh: -1.4; mIAP block: 5; A3A deaminase: -5; mIAP act: 0.95; ATG4B inh: -10

What do the screens show for `CCCCn1c(N)c(N(CC)C(=O)c2cc(C)cc(C)c2)c(=O)[nH]c1=O`?
A3G deaminase: -8; hIAP activ: 1.1; hIAP inh: -13; MIN6 prolif: -1; MPTP inh: 0.1; mIAP block: 8; A3A deaminase: -1; mIAP act: 0.92; ATG4B inh: -2

How did COc1ccc(CCNC(=O)C2CCN(S(=O)(=O)N3CCC(C)CC3)CC2)cc1OC do in these assays?
A3G deaminase: -12; hIAP activ: 1.1; hIAP inh: -7; MIN6 prolif: 6; MPTP inh: -2.3; mIAP block: 1; A3A deaminase: -6; mIAP act: 0.99; ATG4B inh: -4

What do the screens show for `O=C1C2C3C=CC(C3)C2C(=O)N1CCCCCCN1C(=O)C2C3C=CC(C3)C2C1=O` (centres undefined)?
A3G deaminase: -5; hIAP activ: 1; hIAP inh: -3; MIN6 prolif: -3; MPTP inh: 0.7; mIAP block: 10; A3A deaminase: -2; mIAP act: 0.9; ATG4B inh: -9

Results for Cc1ccccc1OCCCC(=O)NC1CCCCC1 ?
A3G deaminase: -2; hIAP activ: 1.1; hIAP inh: -12; MIN6 prolif: -4; MPTP inh: -0.5; mIAP block: -6; A3A deaminase: -7; mIAP act: 1.1; ATG4B inh: 0

How did N#C/C(=C\c1cccs1)C(=O)N1CCOCC1 do in these assays?
A3G deaminase: -5; hIAP activ: 1.1; hIAP inh: -8; MIN6 prolif: 2; MPTP inh: 0.1; mIAP block: -5; A3A deaminase: 2; mIAP act: 1.1; ATG4B inh: -4

Results for COc1ccc(/C=C2/SC(=S)N(NS(=O)(=O)c3ccccc3)C2=O)cc1 ?
A3G deaminase: -3; hIAP activ: 0.82; hIAP inh: 18; MIN6 prolif: 0; MPTP inh: -0.7; mIAP block: 15; A3A deaminase: 4; mIAP act: 0.85; ATG4B inh: 6

Results for CC1C(=O)N2CCCc3cc(S(=O)(=O)NCc4ccc(F)cc4)cc1c32 (centres undefined) ?
A3G deaminase: -3; hIAP activ: 0.96; hIAP inh: 4; MIN6 prolif: -2; MPTP inh: -0.7; mIAP block: 0; A3A deaminase: -1; mIAP act: 1; ATG4B inh: 7

What do the screens show for `Cc1ccc(NC(=O)CCNC(=O)c2ccc([N+](=O)[O-])cc2)cc1S(=O)(=O)N(C)C`?
A3G deaminase: -7; hIAP activ: 1.2; hIAP inh: -20; MIN6 prolif: -3; MPTP inh: -0.6; mIAP block: 1; A3A deaminase: -2; mIAP act: 0.99; ATG4B inh: 6

Results for Cc1ccc(S(=O)(=O)N2CCCCC2)cc1NC(=O)COc1ccccc1F ?
A3G deaminase: 0; hIAP activ: 1.3; hIAP inh: -26; MIN6 prolif: -1; MPTP inh: -4.2; mIAP block: -6; A3A deaminase: 2; mIAP act: 1.1; ATG4B inh: -4

How did c1ccc(C[C@H]2CN=C(Nc3ccccc3)N2CC2CCC2)cc1 do in these assays?
A3G deaminase: -5; hIAP activ: 1; hIAP inh: -2; MIN6 prolif: -2; MPTP inh: 0.4; mIAP block: -2; A3A deaminase: -1; mIAP act: 1; ATG4B inh: -7

How did CC(=O)N/C(=C\c1ccccc1)C(=O)OCC(=O)Nc1cc(S(=O)(=O)N(C)C)ccc1C do in these assays?
A3G deaminase: -8; hIAP activ: 0.92; hIAP inh: 8; MIN6 prolif: -3; MPTP inh: -1.4; mIAP block: 11; A3A deaminase: -3; mIAP act: 0.89; ATG4B inh: -8

What do the screens show for `Cc1cc(Cl)ccc1NC(=O)CSc1nnc(Cc2cccs2)n1Cc1ccco1`?
A3G deaminase: -4; hIAP activ: 1; hIAP inh: -3; MIN6 prolif: -5; MPTP inh: 1.8; mIAP block: -9; A3A deaminase: 0; mIAP act: 1.1; ATG4B inh: -14

Compound activity: PubChem, Sanford-Burnham Center for Chemical Genomics
